Assay outcomes from PubChem.
esBAF inh: Bmi1 luciferase reporter increase in mESCs, primary screen, esBAF inhibitor project, mouse ES cells, Bmi1 luciferase knock-in, single point; 24 h; 100% = twice the neutral-well signal; reporter increase, % at 12.5 µM; 2% of 350,000 active; in the data active = activation above about 40%;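 also: 0% = median of the plate's neutral control wells and 100% = double that signal; a rise in the Bmi1 reporter signal indicates esBAF inhibition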
S100A4 inh HTS: inhibitors of S100A4-myosin IIA peptide binding, primary screen, biochemical, fluorescence polarization, TAMRA-MyoIIA peptide | inhibition, % at 10.7 µM | 0.14% of 360,000 active | AID 652163, 2013;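 active = mean inhibition of at least 70% across replicates, with every replicate also reaching that level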
Target sequence (P26447 whole entry, looked up): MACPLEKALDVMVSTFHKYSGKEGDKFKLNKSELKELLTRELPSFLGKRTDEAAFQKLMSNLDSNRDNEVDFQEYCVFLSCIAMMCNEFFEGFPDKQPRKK
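Test system – S100A4 monomer (human) · Compound – single-point compound testing · Schedule – 5 min incubation before reading · Probe or stimulus – TAMRA-labelled myosin IIA heavy-chain peptide probe, 5 nM · Benchmarks – neutral control DMSO, positive control TFP · Medium – Calcium-containing HEPES buffer, pH 7.2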
XiGFP reactiv: activators of inactive X chromosome reactivation, primary screen, imaging, XiGFP fibroblasts, GFP high-content imaging, set 2; XiGFP mouse fibroblasts, % GFP-positive cells imaging, 3 d; cells co-treated with 5-aza-dC sensitizer; scaled so ellipticine positive control = 100%; activation, % at 7.58 µM; 0.055% of 360,000 active; AID 743238, 2013;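 active = mean normalized replicate activation at least 10% and every replicate at or above 10%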;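 also: 0% = median of on-plate neutral control wells and 100% = ellipticine 6 µM median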
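System: 68-5-11 XiGFP fibroblast line | Buffer or medium: DMEM containing 5-aza-dC | Compound: Single point | Times: Compounds 3 days, fix/stain 15 min at room temperature | Benchmarks: Positive control ellipticine, 6 µM final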
ERp5 inh: inhibitors of ERp5-driven insulin aggregation, primary screen, biochemical, turbidity, absorbance 650 nm, single point; 90 min; inhibition, % at 9.99 µM; 0.05% of 350,000 active; AID 651711, 2012;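 active = mean replicate inhibition above about 25%, with every replicate also reaching it, limit read from the data, passing the limit was not always enough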
RAD54 inh: inhibitors of human RAD54 branch migration, primary screen, biochemical, fluorescence, single point; DNA repair and recombination protein RAD54-like (Homo sapiens), Q92698; RAD54 Holliday junction branch migration, FAM/BHQ fluorescence; inhibition, % at 10.4 µM; 0.14% of 360,000 active; AID 602329, 2012;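 active = mean normalized replicate activity at least 40 and at least half of replicates scoring 40 or more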;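 also: 0% = median of neutral control wells and 100% = median of positive control wells; inhibitors cause a drop in the FAM fluorescence signal; in these data hits start at about 50%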
Target sequence (Q92698 whole entry, looked up): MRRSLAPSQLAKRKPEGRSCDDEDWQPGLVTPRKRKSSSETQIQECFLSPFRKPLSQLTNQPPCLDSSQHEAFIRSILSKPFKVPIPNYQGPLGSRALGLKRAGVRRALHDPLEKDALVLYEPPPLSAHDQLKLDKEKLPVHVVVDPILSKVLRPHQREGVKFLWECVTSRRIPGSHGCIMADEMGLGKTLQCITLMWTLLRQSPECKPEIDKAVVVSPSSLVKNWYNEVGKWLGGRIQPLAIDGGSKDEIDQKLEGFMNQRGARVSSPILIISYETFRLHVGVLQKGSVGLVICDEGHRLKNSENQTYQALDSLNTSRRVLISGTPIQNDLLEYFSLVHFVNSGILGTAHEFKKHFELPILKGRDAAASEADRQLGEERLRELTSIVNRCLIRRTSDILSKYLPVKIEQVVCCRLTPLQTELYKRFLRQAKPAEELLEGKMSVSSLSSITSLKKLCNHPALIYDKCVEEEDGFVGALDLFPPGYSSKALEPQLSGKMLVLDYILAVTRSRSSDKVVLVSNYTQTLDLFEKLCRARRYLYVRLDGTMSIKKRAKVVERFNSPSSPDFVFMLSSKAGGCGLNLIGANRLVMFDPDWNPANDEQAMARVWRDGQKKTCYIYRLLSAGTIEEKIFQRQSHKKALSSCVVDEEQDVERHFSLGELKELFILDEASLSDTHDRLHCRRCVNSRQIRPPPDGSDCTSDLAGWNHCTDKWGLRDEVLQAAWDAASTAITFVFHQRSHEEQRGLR
ERAP1 HTS inh: human ERAP1 aminopeptidase inhibitors, primary screen, biochemical, single point, plate reader; inhibition, % at 10.7 µM; 0.15% of 340,000 active; recombinant ERAP1, Leu-AMC fluorescence, 60 min; Endoplasmic reticulum aminopeptidase 1 (Homo sapiens), Q9NZ08;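 active = mean replicate inhibition of at least 30%, or all replicates individually reaching that 30% level; inactive = mean below 30% and not every replicate reaching it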;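 also: 0% = neutral control wells and 100% = L-leucinethiol positive control wells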
RAD52 anneal inh: RAD52 DNA annealing inhibitors, primary screen, biochemical, FRET, single point, set 2 | inhibition, % at 18.7 µM | AID 651710, 2012 | 0.46% of 360,000 active | recombinant RAD52 DNA annealing, FRET fluorescence;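 active = every replicate showing at least 50% inhibition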
E-sel inducer: E-selectin induction in HUVECs, primary screen, imaging, HUVEC, immunofluorescence imaging, single point; P16581; normalized: neutral wells 0, TNF-alpha wells 100; activation, % at 7.58 µM; 0.37% of 260,000 active;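 active = mean E-selectin-positive cell signal at least 10% of the positive control, reached in at least 60% of replicates, without over 20% cell loss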;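 also: in these data hits start at about 27%; measured in HUVEC primary endothelial cells; signal is the percent of cells scored E-selectin positive by PE staining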
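Assay system: HUVEC primary endothelial cells. Input: 3,000 HUVEC seeded per well. Doses: one compound dose added by pin transfer. Read-out basis: % PE-positive cells. Benchmarks: TNF-alpha high, DMSO low. Detection: immunofluorescence imaging. Buffer or medium: EGM-2, gelatin.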
The depositor's hits bear a star; . = not tested or not shown; & = joins results of further samples.

Values run as follows: esBAF inh	S100A4 inh HTS	XiGFP reactiv	ERp5 inh	RAD54 inh	ERAP1 HTS inh	RAD52 anneal inh	E-sel inducer
> Cc1noc(C)c1NC(=O)Nc1ccc2c(c1)C(=O)N([C@H](C)CO)C[C@@H](C)[C@H](CN(C)CC1CCCCC1)OCCCC[C@@H](C)O2
  0.0	-10.8	0.1	0.0	7.5	0.0	11.0	-0.4
> O=C(O)CCc1ccc(-c2cccs2)n1-c1ccc(C(=O)O)cc1
  -2.9	-12.1	0.0	0.5	2.2	2.7	-95.1	0.4
> CC(=O)Nc1ccc2c(c1)C(=O)N(C)[C@@H]1CC[C@H](CC(=O)NCC3CC3)O[C@@H]1CO2
  -3.6	-1.2	-0.1	4.5	-10.9	-1.4	1.9	-0.1
> O=C(NCc1csc(-c2cccs2)n1)c1ccsc1
  .	-4.6	0.1	2.8	.	-3.3	-9.3	.
> COC(=O)c1ccccc1NC(=O)CSc1nc(Nc2ccccc2)nc(N2CCOCC2)n1
  -5.1	-1.4	0.0	0.0	11.3	1.6	-0.3	0.7
> OC(COc1ccccc1)CN1CCN(C(c2ccccc2)c2ccccc2)CC1 (centres undefined)
  -6.5	-3.7	0.4	4.5	7.9	-2.6	-2.9	-0.1
> CC(NC(=O)c1ccc(NC(=O)CC2SC(N3CCCC3)=NC2=O)cc1)c1ccc(F)cc1 (centres undefined)
  -3.9	2.8	0.0	-0.8	7.2	-1.7	-12.6	-0.5
> COC(=O)c1ccc(C)c(NC(=O)CSc2nc3[nH]c(=O)cc(O)c3s2)c1
  -2.2	-11.2	0.0	-2.6	-6.5	2.0	-65.2	-0.5
> Cc1cnn(-c2cc(N/N=C/c3ccccc3)ncn2)c1
  .	-2.2	.	-6.1	3.8	2.7	-15.4	.
> O=C(Nc1ccc(Cl)cc1)c1csc([C@@H]2C[C@H](O)[C@@H](CO)O2)n1
  13.6	-5.6	0.8	2.9	-2.2	3.7	-5.9	-0.2

Overlap with the part before: 3 compounds, followed by the next part.
Values run as follows: esBAF inh	S100A4 inh HTS	XiGFP reactiv	ERp5 inh	RAD54 inh	ERAP1 HTS inh	RAD52 anneal inh	E-sel inducer
> COC(=O)c1ccc(C)c(NC(=O)CSc2nc3[nH]c(=O)cc(O)c3s2)c1
  -2.2	-11.2	0.0	-2.6	-6.5	2.0	-65.2	-0.5
> Cc1cnn(-c2cc(N/N=C/c3ccccc3)ncn2)c1
  .	-2.2	.	-6.1	3.8	2.7	-15.4	.
> O=C(Nc1ccc(Cl)cc1)c1csc([C@@H]2C[C@H](O)[C@@H](CO)O2)n1
  13.6	-5.6	0.8	2.9	-2.2	3.7	-5.9	-0.2
> COc1ccc(NC(=O)N(C)C[C@@H]2Oc3c(NC(=O)C4CCCCC4)cccc3C(=O)N([C@@H](C)CO)C[C@H]2C)cc1
  3.4	18.3	0.9	1.3	-1.6	0.0	-3.8	0.3
> Cc1cc(C)c(OCCN2CC(C)OC(C)C2)c(Br)c1 (centres undefined)
  .	-0.6	0.4	2.5	.	5.3	-2.8	.
> C[C@@H]1CN([C@@H](C)CO)S(=O)(=O)c2ccc(C#CC3(O)CCCC3)cc2O[C@H]1CN(C)C(=O)Nc1cccc(F)c1
  1.0	-4.3	0.0	2.0	-1.2	4.3	-6.6	0.2
> CN1CCN(c2oc(/C=C/c3ccccc3)nc2C#N)CC1
  .	-1.3	-0.1	1.9	.	.	-16.1	.
> CCc1nc2ccc(C(=O)N3CCN(c4cccc(Cl)c4)CC3)cc2nc1CC
  0.0	-9.5	0.1	5.0	2.8	-0.1	-0.3	.
> O=C(c1ccc(S(=O)(=O)Cc2ccccc2Cl)c([N+](=O)[O-])c1)N1CCOCC1
  6.1	-0.9	0.2	2.9	-1.5	2.3	-7.4	.
> O=C(NNC(=O)c1ccccc1[N+](=O)[O-])c1ccccc1[N+](=O)[O-]
  -1.6	0.5	0.2	1.7	-2.3	-1.4	6.1	5.2
> COc1ccc(C2CC(c3ccccc3C)n3nc(N)nc3N2)cc1 (centres undefined)
  -6.3	0.5	0.0	1.8	1.0	1.4	-9.2	0.0
> COc1ccccc1C(=O)C1CCCN(Cc2cccc(OCCO)c2)C1 (centres undefined)
  -4.3	-1.8	0.5	1.0	2.5	-2.5	-3.5	0.0
> OC(COc1ccc(CN2CCCCO2)cc1)CN1CCCCC1 (centres undefined)
  -3.4	-46.2	0.0	-2.5	-24.1	1.1	-22.2	.
> O=C1c2ccccc2CN1C(CO)Cc1ccccc1 (centres undefined)
  -4.0	3.0	0.1	3.4	-11.3	-5.6	-13.4	.
> O=C(CN(Cc1ccco1)C(=O)CCC(=O)Nc1ccccn1)NCc1ccccc1
  -9.7	-1.4	0.0	-5.7	1.7	-0.7	-17.6	.
> CNC[C@@H]1Oc2ccc(NC(=O)C3CC3)cc2CC(=O)N([C@H](C)CO)C[C@H]1C
  -4.9	1.5	0.4	4.5	-1.1	4.6	-15.4	0.8
> O=C(NCCOc1ccccc1F)c1cccc(S(=O)(=O)N2CCN(c3ccccc3)CC2)c1
  5.2	5.3	0.1	-1.7	3.7	4.0	-31.3	-0.6
> C[C@@H]1CN([C@@H](C)CO)C(=O)Cc2cc(NC(=O)Nc3ccc(F)cc3)ccc2O[C@@H]1CN(C)Cc1ccccc1
  0.4	-2.3	0.0	-7.5	-0.2	-0.5	-17.2	-0.1
> Cc1noc(/C=C/N(C)C)c1S(=O)(=O)N1CCCC(C(=O)Nc2ccccc2F)C1 (centres undefined)
  0.4	-3.5	0.1	-3.7	-5.2	-1.4	-78.9	.
> COc1cc2c(cc1OC)C(c1ccc(C)cc1)NC(=O)C2 (centres undefined)
  -1.7	1.1	0.3	2.1	10.2	2.8	3.7	.
> COc1ccc(S(=O)(=O)Nc2ccc3c(c2)C(=O)N([C@@H](C)CO)C[C@@H](C)[C@H](CN(C)S(C)(=O)=O)OCCCC[C@@H](C)O3)cc1
  0.5	8.5	-0.1	-1.5	-3.8	-0.2	-7.7	0.2
> O=C(Cn1cnc2ccccc2c1=O)NCC(=O)N1CCOCC1
  .	2.5	-0.1	-28.1	.	2.2	8.4	.
> C[C@H]1CN([C@@H](C)CO)S(=O)(=O)c2ccc(-c3cccc(F)c3)cc2O[C@@H]1CN(C)S(C)(=O)=O
  2.4	0.9	-1.7	-1.6	-1.5	1.5	0.4	0.1
> N=C1/C(=C\c2ccc(OC(=O)c3ccco3)cc2)C(=O)N=C2SC=NN12
  .	3.7	0.1	-0.8	.	0.7	-66.1	.
> COc1ccccc1C(CCNS(=O)(=O)c1ccc(C)cc1)c1ccco1 (centres undefined)
  .	-24.3	0.6	-0.3	.	7.1	-23.2	.
> COc1ccc(C(=O)NC2CCN(Cc3ccccc3)C2)cc1S(=O)(=O)N1CCOCC1 (centres undefined)
  -0.1	-11.0	0.3	-0.6	17.2	-0.1	-21.1	-0.2
> COc1ccc(CNC(=O)CN(Cc2ccccc2Cl)C(=O)c2csnn2)cc1
  1.2	0.1	0.3	0.2	-13.5	0.5	-15.6	.
> Cc1noc(C)c1C(=O)OCC(=O)Nc1ccccc1SCC#N
  5.9	-1.0	0.1	0.6	-7.1	0.9	-130.4	-0.5
> C[C@@H]1CN([C@H](C)CO)C(=O)c2cc(C#Cc3cccnc3)cnc2O[C@@H]1CN(C)C
  -14.7	0.2	-0.3	-5.1	-3.0	2.3	2.6	0.0
> COc1ccc(S(=O)(=O)N(C)C[C@@H]2OCc3cnnn3CCCC(=O)N([C@H](C)CO)C[C@H]2C)cc1
  2.0&-1.5&0.4	-6.3&-12.0	0.2&-0.2	10.7&0.8	-11.8&0.2	0.4&-0.3	-15.8&4.0	-0.2&0.1
> O=C(O)CCN(Cc1ccccc1)S(=O)(=O)c1ccc(Cl)cc1F
  -2.8	-3.0	0.2	-3.4	.	-0.9	-7.5	0.1
> CC1=C(C(=O)Nc2ccc(C)cc2C)C(c2cccc(Cl)c2)n2nc(C(=O)OC(C)C)nc2N1 (centres undefined)
  .	-2.2	0.1	4.2	.	3.8	-9.0	-0.9
> O=C(C1CCOCC1)N1C[C@H]2[C@@H](c3ccccc31)[C@H](CO)N2C(=O)c1ccccc1
  -4.8	3.3	0.1	1.3	1.2	2.6	-6.2	-0.1
> O=C(NC[C@H]1[C@H](c2ccccc2)[C@@H](CO)N1CC1CC1)c1cccnc1
  1.7	-2.8	0.0	-1.8	4.7	1.3	5.2	-0.1
> Cc1ccc(-c2cc(-c3c(C)nn(C)c(=O)c3N)[nH]n2)cc1
  28.1	6.1	0.0	3.5	-7.8	2.7	-9.2	0.7
> CC(C)=CCc1c(O)cc2c(c1O)C(=O)CC(c1ccccc1)O2 (centres undefined)
  -1.3	-4.0	.	8.2	12.1	-0.7	1.0	.
> C[C@@H]1CN([C@H](C)CO)C(=O)c2cc(NC(=O)Nc3ccc(F)cc3)ccc2O[C@H]1CN(C)Cc1ccncc1
  -5.9	-16.2	-1.5	-0.3	0.4	-0.5	9.3	-3.2
> C[C@@H]1CN([C@@H](C)CO)C(=O)c2cc(NC(=O)NC3CCCCC3)ccc2O[C@H]1CN(C)Cc1ccc(C(=O)O)cc1
  -3.4	-8.8	0.2	1.1	0.1	-1.7	12.9	-0.5
> Cc1cc(Br)c(OCc2ccc(C(=O)N/N=C/c3ccc[nH]3)cc2)c(Br)c1
  -53.2	-28.3	-0.1	0.2	1.5	2.1	-18.2	0.7
> COc1ccc(C2C3=C(NCCN=C3c3ccccc3)C(=O)N2c2ccccc2)c(OC)c1 (centres undefined)
  0.3	3.4	-0.3	-1.7	-4.9	-4.0	-6.3	0.6
> NS(=O)(=O)c1ccc(-c2ccc(/C=N/NC(=O)c3ccc([N+](=O)[O-])cc3)o2)cc1
  1.5	-4.1	0.0	2.6	-13.1	-3.3	-17.5	.
> NNC(=O)c1cc(C2CC2)nc2ccc(Br)cc12
  -6.5	0.3	0.0	1.3	-4.8	5.2	8.2	.
> COc1ccc(CCN2C(=O)CC(C(N)=O)SC2=Nc2ccc(F)cc2)cc1OC (centres undefined)
  -1.3	-0.2	0.3	-13.8	-10.9	24.8	3.6	-2.7
> Nc1[nH]c(C(=O)c2ccccc2)c(-c2ccc(Cl)cc2Cl)c1C(=O)c1ccc(Cl)cc1
  .	0.9	0.0	6.3	.	.	-12.3	0.1
> Cc1ccc(CN2CC(C(=O)Nc3ccc(F)c([N+](=O)[O-])c3)CC2=O)cc1 (centres undefined)
  .	-0.3	1.5	1.2	.	-3.3	-26.0	-1.7
> CO[C@@H]1CN(C)C(=O)c2ccc(NS(=O)(=O)c3ccc(Oc4ccccc4)cc3)cc2OC[C@H](C)NC[C@@H]1C
  2.3	2.7	0.0	2.6	12.1	-2.1	2.8	-0.1
> O=S(=O)(c1cccs1)N1CN(C2CCCC2)c2nc3ccccc3nc21
  .	-4.7	0.4	-0.2	.	-3.2	-14.5	0.8
